MT stabilizer: microtubule stabilization, imaging screen | HeLa tubulin immunostaining HCS, 24 h; share of cells brighter than vehicle mean+2SD | % tubulin-high responders, % at 10 µM | 200,000 compounds, 0.83% hits | AID 2205;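 active = plate Z-score above 3 for both tubulin-high and condensed-nucleus cell shares, with cell loss under 80%, at 10 µM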;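 note: anti alpha tubulin signal scored within the nucleus-defined area of each cell; some results filed as inactive read as strong as hits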
NOD1 NF-kB reporter: inhibition of NOD1-driven NF-kB reporter – cell-based, luminescence, uHTS, primary screen (AID 1578); inhibition, % at 4 µM; hits with a dose series show EC50 in µM; NOD1-driven NF-kB luciferase reporter cells, luminescence; higher % means a stronger effect; 290,000 compounds, 1% hits; in the data active = inhibition mostly above about 36%, no sharp cut-off; inactive = mostly below about 34%;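 note: HEK-293T reporter cells stimulated with the NOD1 agonist gamma-tri-DAP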
NOD2 inhibition: NOD2 signaling inhibitors, cell-based, luminescence, uHTS, HEK293 (AID 1566); inhibition, % at 4 µM; hits with a dose series show EC50 in µM; 290,000 compounds, 0.63% hits; HEK293 NOD2/NF-kB luciferase reporter, luminescence; higher % means a stronger effect; in the data active = inhibition above about 50%; note: many of its hits are not listed in these tables
Yfh1-off respiration: enhancers of respiration in Yfh1-depleted yeast, dose response, Friedreich's ataxia, plus single-dose screen (AID 1465). S. cerevisiae Yfh1-off respiration, WST-1 reduction, 72 h; higher fold induction means a stronger effect. fold induction at 50 µM; hits with a dose series show EC50 in µM. 220,000 compounds, 0.074% hits;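 active = fold induction of absorbance versus untreated yeast above a set limit, then at least 30% activation at any dose in follow-up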;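 note: activators that raise dye reduction in frataxin-depleted yeast; strong numbers were not always called active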
Insulin prom up: MIN6 insulin promoter up-regulation; MIN6 insulin promoter-GFP reporter, high-content imaging; active compounds read high; z-score at 5 µM; 190,000 compounds, 0.3% hits; AID 1625;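 active = z-score above 3 at 5 µM with at least 500 cells counted in the well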
Dynein cargo inh: blocks dynein driven cargo transport along microtubules. z-score, hits read low. 3617.4 mouse cells, GR-EGFP nuclear translocation imaging; test concentration mostly 20 µM; stimulated with dexamethasone, 1 µM; active compounds read low. AID 1381. 220,000 compounds, 0.47% hits;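 active = plate z-score of nuclear minus cytoplasmic receptor signal below a set negative limit, without overly bright fluorescence or cell loss, cut at about -3.5 in these data, passing the limit was not always enough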;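 note: z-score of nuclear minus cytoplasmic ring GR-EGFP intensity difference per well; some compounds called inactive have numbers as strong as hits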
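medium = tetracycline-free induction medium containing charcoal-stripped FBS | probe or stimulus = dexamethasone, 1.0 µM final | timing = 48 h induction, then 1 h compound, then 30 min agonist, 37 °C | detection = automated 10x imaging of fixed Hoechst-stained cells | read-out basis = nuclear versus cytoplasmic GR-EGFP signal, averaged per well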
Autophagy mod: modulators of autophagy. MEF GFP-LC3 puncta imaging; test concentration mostly 10 µM. calls only at 10 µM (by protocol). 190,000 compounds, 0.98% hits. AID 463193;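 active = percentage of spot-positive cells more than 3 SD above its plate mean, without a fluorescence outlier flag or 80% toxicity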;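 note: spot-positive cell cutoff set from DMSO-treated cells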
M17LAP inhibition: P. falciparum M17LAP inhibitors, primary screen, biochemical, fluorogenic H-Leu-NHMec substrate, 1536-well (AID 1619); recombinant M17LAP, H-Leu-NHMec fluorogenic kinetic assay; higher % means a stronger effect; inhibition, % at 30 µM; hits with a dose series show IC50 in µM; 220,000 compounds, 0.38% hits;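 active = compound inhibiting the enzyme by more than half at any dose during confirmatory dose-response retesting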;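 note: plate controls were full reaction with DMSO carrier for no effect and no enzyme background for full effect; strong numbers were not always called active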
bCat nuc transl: beta-catenin nuclear translocation modulation; HeLa beta-catenin nuclear translocation, immunofluorescence imaging; nuclear translocation activity, % at 5 µM; 190,000 compounds, 0.3% hits;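 active = nuclear translocation activity above 50% at 5 µM, with a well cell count of 50 or more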;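 note: per-cell ratio of nuclear to cytoplasmic median beta-catenin stain intensity; plate controls were DMSO negative control for no effect and GSK-3 inhibitor IX positive control for full effect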
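Test system: human HeLa cells, endogenous beta-catenin. Times: 24 h compound exposure, 37°C. Measured by: beta-catenin immunofluorescence imaging with DAPI.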
Dynein cargo inh cytoplasmic EGFP: second read-out of Dynein cargo inh, no call of its own (marks repeat the call); z-score; measured here: cytoplasmic GR-EGFP intensity; active compounds read high
Dynein cargo inh nuclear GR-EGFP: recorded beside Dynein cargo inh, whose call it bears; z-score; measured here: nuclear GR-EGFP intensity;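 lower value marks the stronger effect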
Dynein cargo inh cell count: further read-out of Dynein cargo inh, marked with its call; z-score; measured here: cell count per field
Insulin prom up cell count: recorded beside Insulin prom up, whose call it bears; cell count; measured here: cytotoxicity, nuclei count;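 total cells summed across four imaged fields per well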
bCat nuc transl cell count 5 µM: also measured in bCat nuc transl; calls as there; cell count; measured here: cell count, cytotoxicity flag
MT stabilizer Hoechst-high %: second read-out of MT stabilizer, no call of its own (marks repeat the call); % Hoechst-high responders; measured here: nuclear condensation Hoechst responders;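 share of cells brighter than vehicle mean plus two SD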
MT stabilizer cytotoxicity %: further read-out of MT stabilizer, marked with its call; toxicity, %; measured here: cytotoxicity by cell density;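 0% = mean cell density of plate MIN control wells and 100% = no cells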
Autophagy mod cell loss 18 h: further read-out of Autophagy mod, marked with its call; toxicity, %; measured here: cell loss, nuclei count;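 cell loss after 18 h compound exposure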
The depositor's hits bear a star; i = inactive; x = no result given; + = active, no number.

Preview, 2 compounds:
SMILES	MT stabilizer	MT stabilizer Hoechst-high %	MT stabilizer cytotoxicity %	NOD1 NF-kB reporter	NOD2 inhibition	Yfh1-off respiration	Insulin prom up	Insulin prom up cell count	Dynein cargo inh	Dynein cargo inh cytoplasmic EGFP	Dynein cargo inh nuclear GR-EGFP	Dynein cargo inh cell count	Autophagy mod	Autophagy mod cell loss 18 h	M17LAP inhibition	bCat nuc transl	bCat nuc transl cell count 5 µM
COc1ccc(NC(=O)CC2C(=O)N(Cc3ccco3)C(=S)N2C(C)C)cc1 (stereo not given)	2.5	1.7	2.2	-11.9%	0.6%	i	-0.6	1614	-0.435	-0.276	-0.147	0.853	x	x	-11.2%	-0.1	1090
CC(C)N(Cc1nc(-c2ccccc2)no1)C(=O)C(C)(C)C	4.1	1.9	4.1	-33.3%	3.2%	i	-1.16	1337	-0.97	-0.269	-0.793	-0.261	+	25.8*	-2.9%	-0.4	1071

The listing, previewed entries included:
SMILES	MT stabilizer	MT stabilizer Hoechst-high %	MT stabilizer cytotoxicity %	NOD1 NF-kB reporter	NOD2 inhibition	Yfh1-off respiration	Insulin prom up	Insulin prom up cell count	Dynein cargo inh	Dynein cargo inh cytoplasmic EGFP	Dynein cargo inh nuclear GR-EGFP	Dynein cargo inh cell count	Autophagy mod	Autophagy mod cell loss 18 h	M17LAP inhibition	bCat nuc transl	bCat nuc transl cell count 5 µM
COc1ccc(NC(=O)CC2C(=O)N(Cc3ccco3)C(=S)N2C(C)C)cc1 (stereo not given)	2.5	1.7	2.2	-11.9%	0.6%	i	-0.6	1614	-0.435	-0.276	-0.147	0.853	x	x	-11.2%	-0.1	1090
CC(C)N(Cc1nc(-c2ccccc2)no1)C(=O)C(C)(C)C	4.1	1.9	4.1	-33.3%	3.2%	i	-1.16	1337	-0.97	-0.269	-0.793	-0.261	+	25.8*	-2.9%	-0.4	1071
O=S(=O)(NC1=NCCCCC1)c1ccc(Cl)cc1	5.4	2.9	7.7	-32.3%	15.3%	i	-0.28	1252	0.902	-0.202	0.708	-1.78	i	1.0	-1.7%	-3.2	1118
CCCOC(=O)c1cccc(NC(=O)c2cccnc2)c1	2.2	1.4	2.3	-14.0%	8.2%	i	-0.04	1011	-0.66	-0.2	-0.263	0.76	i	5.8	8.2%	-2.3	1144
Cc1ccccc1-n1c(-c2csc(C)c2C)n[nH]c1=S	2.7	1.8	4.8	-27.9%	-11.5%	i	0.17	1275	-1.86	1.35	-1.28	-0.915	i	0.2	-0.4%	-1.3	510
COc1cc2c(cc1OC)C(Cc1ccc(O)cc1)NCC2 (stereo not given)	2.8	1.8	2.6	-26.4%	14.6%	i	-0.16	1344	-0.635	-0.26	0.0794	0.566	i	37.8	40.6%	x	x
Cc1cc(NC(=O)CSc2ccc3c(c2)OCCO3)no1	4.2	2.3	6.9	19.0%	14.9%	i	-0.7	1497	0.123	-0.21	0.562	-1.38	i	-2.1	16.2%	-0.7	1450
Cc1ccnc(NC(=O)CSc2ccccn2)c1	x	x	x	-2.1%	-12.8%	i	-0.65	1463	1.44	-0.041	0.97	-0.0416	x	x	-15.8%	-3.0	1157
COc1ccccc1C(=O)Nc1nc2cc3c(cc2s1)OCCO3	3.7	2.8	9.4	-5.4%	-168.9%	i	-0.32	1368	-0.487	-0.332	0.017	0.594	i	4.6	-0.6%	-3.6	1099
OCC1CCCN(c2nc(CN3CCCCC3)nc3scc(-c4ccccc4)c23)C1 (stereo not given)	2.6	1.6	8.7	-31.1%	1.9%	i	-0.23	1496	-0.789	0.0311	-0.515	-0.119	i	-11.6	12.9%	-0.8	1098
COC(=O)c1ccc(C)c(NS(=O)(=O)c2ccc(OC)c(OC)c2)c1	2.7	2.5	3.7	-11.3%	-10.2%	i	0.33	1391	-0.945	-0.0563	0.373	-0.061	i	-28.2	14.1%	-0.1	1398
COc1cc(OC)cc(C(=O)Nc2ncc3c(n2)CC(C)(C)CC3=O)c1	1.3	2.0	7.8	15.8%	20.0%	i	x	x	-0.0336	-0.192	0.154	-0.189	i	-6.4	-2.1%	x	x
CCCCN1C(=O)N(c2nnc(C(C)(C)C)s2)C(O)C1c1ccc(C)cc1 (stereo not given)	x	x	x	-1.2%	17.2%	i	-0.05	1355	-0.11	-0.152	-0.149	0.21	x	x	-4.8%	-4.5	1191
Cc1ccc(S(=O)(=O)N2CCN(C(=O)N(C)C)CC2)cc1	2.1	1.5	0.5	-40.8%	-19.9%	i	-0.26	1365	-0.678	-0.352	-0.228	0.435	i	12.8	0.9%	0.1	1515
Cc1ccc(CNC(=O)CN2C(=O)COc3ccc(C)cc32)cc1	5.9	4.0	7.3	38.5%	10.0%	i	-0.7	1598	0.877	-0.0797	1.18	-1.91	i	-17.3	-8.1%	-0.1	1276
CCCCn1nc2cc(C(=O)NCC34CC5CC(CC(C5)C3)C4)ccc2c1OC	2.6	1.7	6.0	16.9%	26.7%	i	-0.38	1623	0.415	-0.2	0.779	0.189	i	14.9	-2.5%	-1.0	1334
Cc1cc(Cl)ccc1OCCCC(=O)N/N=C/c1cccc([N+](=O)[O-])c1	2.8	1.9	2.9	-8.1%	3.9%	i	-0.14	1303	-0.311	-0.228	-0.111	-0.307	i	-3.8	-152.5%	2.1	924
CCOC(=O)Cc1csc(NC(=O)CSc2nnc(-c3ccc(C)cc3)o2)n1	3.6	3.3	9.6	-7.4%	12.8%	i	0.29	1211	-0.882	-0.154	-0.485	0.3	i	8.0	12.9%	-2.8	1006
CC(Sc1ccc(Cl)cc1)C(=O)Nc1ccc(S(=O)(=O)N2CCOCC2)cc1 (stereo not given)	4.2	2.2	10.6	21.5%	0.2%	i	0.29	1524	0.175	-0.0952	-0.519	-1.15	i	-0.8	1.2%	0.1	1252
CCc1nnc2n1N=C(c1cccc([N+](=O)[O-])c1)CS2	x	x	x	12.2%	-23.4%	i	0.99	1061	1.53	-0.119	0.714	-1.24	x	x	16.2%	-1.6	1407
CC(C)c1nc2oc3c(NCc4cccnc4)ncnc3c2c2c1CCC2	2.8	2.8	8.9	-73.1%	24.6%	i	-1.33	1053	-1.17	-0.165	-0.352	0.0106	i	-16.1	0.4%	-2.6	967
Cc1cc(N2CCN(C)CC2)nc2ccc(NC(=O)c3ccccc3F)cc12	2.6	1.6	0.1	-38.1%	-1.3%	i	-1.03	1207	2.01	-0.368	1.18	-0.461	i	0.5	7.4%	x	x
COCCNC(=O)C(c1cccs1)N(C(=O)Cn1nnc2ccccc21)c1ccc(OC)cc1 (stereo not given)	2.8	2.6	6.2	-7.1%	14.4%	i	x	x	1.3	-0.261	0.335	-0.328	i	8.8	8.3%	-2.3	477
CC(C)c1ccccc1-n1c(SCC(=O)N2CCN(c3ccccc3)CC2)nnc1-c1cccnc1	6.0	2.5	7.1	24.1%	-5.0%	i	-0.38	1518	1.41	-0.0954	0.71	-0.725	i	-1.0	-15.0%	-0.6	1340
CC1=NN(C(=O)Cn2ccc([N+](=O)[O-])n2)C(O)(C(F)(F)F)C1 (stereo not given)	2.0	1.9	6.9	-12.8%	12.1%	i	0.08	1219	0.46	-0.221	0.00518	-0.301	i	20.0	17.8%	-1.2	565
CN(C)CCCOc1cccc(Cl)c1	4.7	4.2	10.2	-16.2%	8.1%	i	0.3	1223	-0.873	-0.198	0.0539	0.834	i	-8.0	5.7%	0.0	534
CCc1ccc(N=CC23c4ccccc4C(c4ccccc42)C2C(=O)N(c4ccc(OC)cc4)C(=O)C23)cc1 (stereo not given)	2.5	2.5	3.3	21.7%	1.8%	i	x	x	-0.797	-0.198	-0.866	-0.449	i	-30.0	4.1%	x	x
CCc1ccc2c(c1)c1nc(C)sc1n2CC	4.5	2.9	5.3	-11.0%	0.7%	i	0.41	931	3.13	-0.183	2.01	-1.85	i	-5.6	-7.0%	0.1	1184
O=C(NCc1cccnc1)c1cc(S(=O)(=O)N2CCCCC2)ccc1Cl	3.0	2.4	23.4	-19.9%	-7.8%	i	0.74	1322	-0.224	-0.246	0.00475	-0.226	i	0.4	-4.1%	x	x
Cc1ccc(NC(=O)Nc2ccc(Cl)cc2)c(Br)c1	6.3	3.0	4.4	-22.5%	-38.7%	i	0.5	1288	0.571	0.591	0.104	0.22	i	2.9	18.0%	-1.0	994
Cc1ccc(OC(=O)c2cccc(S(=O)(=O)N3CCCC3)c2)c(-n2nc3ccccc3n2)c1	3.9	2.6	6.6	-13.0%	-80.0%	i	-0.67	1480	1.01	0.142	0.724	-6.06	i	-8.7	-3.3%	3.5	1035
O=C(NC(=S)Nc1ccccc1N1CCCCC1)c1ccc(-c2cccc([N+](=O)[O-])c2)o1	0.7	1.2	9.7	16.6%	2.8%	i	-0.08	874	0.337	-0.182	0.254	0.325	i	2.1	-7.6%	-1.5	1043
COc1c(Cl)ccc(Cl)c1C(=O)NC(=O)N1CCOCC1	2.8	3.2	7.6	7.1%	19.3%	i	0.07	1414	0.987	-0.0522	0.788	-0.274	i	-1.1	-2.4%	0.3	1438
CCOc1ccc(NC(=O)C(C)Sc2nnc(C)n2C)cc1 (stereo not given)	6.1	1.5	5.9	-15.1%	4.2%	i	x	x	0.0968	-0.118	0.373	-0.507	x	x	24.8%	-2.6	1124
CCCCn1c(CCCNC(=O)CC)nc2ccccc21	2.3	3.1	5.9	2.8%	6.4%	i	0.24	1638	-0.0533	-0.217	0.196	0.0174	i	-7.9	-3.3%	-0.5	1014
C#CCNc1c2c(nc3nnnn13)CCCC2	1.5	1.6	6.6	-6.7%	16.4%	i	-0.62	939	-0.44	-0.187	-0.229	0.174	i	18.1	20.0%	0.0	991

Screening results as filed in PubChem.

Some of the compounds tested (hit frequency here may not be typical).
